RPL19A-GFP yeast: yeast TOR pathway RPL19A-GFP modulation; 330,000 compounds, 0.3% hits; S. cerevisiae RPL19A-GFP strain, flow cytometry, 3 h; hits give low values; percent response vs DMSO, % at 10 µM;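 active means percent response vs DMSO below 50%; inconclusive means fewer than 70 events counted for the yeast strain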;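 further: median channel GFP fluorescence of the barcoded RPL19A-GFP strain; ratio of sample median GFP to plate DMSO average so 100% = DMSO; lower means less RPL19A-GFP as with rapamycin TOR inhibition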
AHR activator: activates the human aryl hydrocarbon receptor. P35869. AHR-responsive luciferase reporter cells, luminescence. activation, % at 5 µM. 320,000 compounds, 2.5% hits; in the data active means activation above about 47%;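 further: 0% = vehicle wells and 100% = reference agonist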
Target sequence (P35869 whole entry, looked up): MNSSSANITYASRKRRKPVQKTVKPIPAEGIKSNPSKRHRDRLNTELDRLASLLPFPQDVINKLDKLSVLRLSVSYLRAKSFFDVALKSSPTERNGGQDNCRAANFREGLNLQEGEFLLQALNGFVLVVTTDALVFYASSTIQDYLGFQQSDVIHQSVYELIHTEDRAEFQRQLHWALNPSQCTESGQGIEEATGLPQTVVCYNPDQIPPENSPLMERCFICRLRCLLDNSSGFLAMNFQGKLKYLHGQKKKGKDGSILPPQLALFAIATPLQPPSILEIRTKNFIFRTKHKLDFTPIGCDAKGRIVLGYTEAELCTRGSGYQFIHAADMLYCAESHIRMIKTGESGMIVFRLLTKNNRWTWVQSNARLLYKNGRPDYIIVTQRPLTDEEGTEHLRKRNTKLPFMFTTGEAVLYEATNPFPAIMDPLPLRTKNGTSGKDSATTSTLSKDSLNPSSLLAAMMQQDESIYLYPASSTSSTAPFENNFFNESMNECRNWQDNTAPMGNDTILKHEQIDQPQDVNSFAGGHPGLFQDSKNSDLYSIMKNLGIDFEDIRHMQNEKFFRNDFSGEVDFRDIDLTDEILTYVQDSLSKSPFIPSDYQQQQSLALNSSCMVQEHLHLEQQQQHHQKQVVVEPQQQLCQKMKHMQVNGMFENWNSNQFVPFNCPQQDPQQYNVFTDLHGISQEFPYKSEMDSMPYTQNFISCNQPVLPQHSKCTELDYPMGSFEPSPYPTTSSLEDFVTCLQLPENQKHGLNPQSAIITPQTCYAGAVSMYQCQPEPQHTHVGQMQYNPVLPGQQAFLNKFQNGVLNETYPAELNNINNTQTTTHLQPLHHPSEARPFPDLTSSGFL
LAP4-GFP MLPCN: yeast TOR pathway LAP4-GFP modulation; S. cerevisiae LAP4-GFP multiplex, flow cytometry GFP, 3 h; median GFP as percent of DMSO wells; GFP response vs DMSO, % at 10 µM; 320,000 compounds, 0.34% hits;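 active means GFP response vs DMSO above a set limit, about the screen mean plus 3 SD, cut at about 150% in these data; inconclusive means under 70 cell events counted for the yeast strain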
CR mimetic SO: yeast age-related superoxide inhibition as caloric restriction mimetic. superoxide response (% of plate mean), % at 10 µM. 330,000 compounds, 0.18% hits. AID 2690. S. cerevisiae aged cells, superoxide DHE fluorescence; hits give low values;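 active means superoxide response under a set limit, about three screen SD below normal, cut at about 65% in these data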;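 further: yeast aged for seven days with compound at 30 °C before DHE staining; 100% = average MFI of all compound-treated wells on the plate with controls excluded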
AGP1-GFP MLPCN: yeast TOR pathway AGP1-GFP modulation. S. cerevisiae AGP1-GFP multiplex flow cytometry, 3 h; GFP as percent of DMSO wells. GFP response vs DMSO, % at 10 µM. 320,000 compounds, 0.02% hits. AID 2066;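 active means GFP response relative to DMSO above a set limit, near screen average plus 3 SD, cut at about 150% in these data; inconclusive means fewer than 70 cells counted for the yeast strain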;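 further: median GFP channel fluorescence of the gated AGP1 strain per well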
Efflux pump inh: blocks antifungal efflux pumps in multiplex yeast assay; S. cerevisiae Candida pump triplex, Nile Red efflux; inhibition, % at 10 µM; 330,000 compounds, 0.44% hits;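 active means plate passing quality check with inhibition over a set limit, or well fluorescence over plate mean plus 4 SD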;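 further: Nile Red retained in pooled yeast measured as flow cytometry median fluorescence; 0% = buffer negative control and 100% = Enniatin B positive control; higher means more Nile Red kept so more efflux inhibition; some compounds called inactive have numbers as strong as hits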
MEP2-GFP yeast: alters MEP2-GFP fluorescence in TOR pathway yeast screen; S. cerevisiae MEP2-GFP strain, flow cytometry GFP, 3 h; 100% = DMSO control level; GFP response vs DMSO, % at 10 µM; 330,000 compounds, 0.51% hits; AID 2016;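 active means GFP response versus DMSO above a set limit, roughly screen mean plus 3 SD, cut at about 180% in these data; inconclusive means fewer than 70 cells counted for a yeast strain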;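 further: median GFP fluorescence of the barcode-gated MEP2-GFP cells per well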
CIT2-GFP yeast: yeast TOR pathway CIT2-GFP modulation. S. cerevisiae CIT2-GFP strain, flow cytometry, 3 h; 100 means same as DMSO wells. GFP response vs DMSO, % at 10 µM. 320,000 compounds, 0.065% hits. AID 2029;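 active means GFP response relative to DMSO above a set limit, near the screen mean plus 3 SD, cut at about 150% in these data; inconclusive means Fewer than 70 cells measured for a yeast strain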;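 further: ratio of well median GFP fluorescence to mean of DMSO wells on the plate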
* marks the source's active call; other numbers are inactive results; i = inactive; ? = inconclusive; . = not tested or not shown; [ ] = remark or other dose.

SMILES	RPL19A-GFP yeast	AHR activator	LAP4-GFP MLPCN	CR mimetic SO	AGP1-GFP MLPCN	Efflux pump inh	MEP2-GFP yeast	CIT2-GFP yeast
CC(C)Cc1nnc(NC(=O)c2ccncc2)s1	101	6	104	100	104	0.0	107	104
CCOC(=O)CCc1c(C)c2ccc(OC3CCCCC3=O)cc2oc1=O (stereo not drawn)	85	1	.	90	91	0.0	89	90
O=C(/C=C/c1cccc(Br)c1)OCC(=O)N1CCN(c2ccccc2)CC1	96	1	96	90	99	-0.2	100	97
O=C(c1cccc(Cl)c1)N1CCN(C(=O)c2ccccc2F)CC1	97	1	102	86	113	-0.1	100	105
COc1cc(C(O)c2nc3ccccc3s2)cc(OC)c1OC (stereo not drawn)	104	7	92	101	101	0.3	107	95
Cc1cnc(C)c(N2CCN(Cc3cn(C)nc3-c3cccc(Cl)c3)CC2)n1	102	2	92	91	97	0.2	97	97
CC(C)c1ccc(N(CC(=O)NC2CCCCC2)C(=O)CNC(=O)c2ccco2)cc1	104	0	91	114	99	0.0	100	102
COc1ccc(C(=O)C[n+]2cccc3cc(C)ccc32)cc1	107	6	99	96	100	0.5	106	103
COC(=O)c1ccc(CSc2n[nH]c(-c3ccccc3)n2)o1	104	4	85	105	98	0.6	103	95
N=c1n(Cc2ccccc2)c2ccccc2n1Cc1ccccc1	97	-4	95	102	95	0.1	105	100
O=C(Nc1ccccc1)[C@@H]1CCCN1S(=O)(=O)c1ccc(Cl)cc1	101	0	98	122	99	-0.2	101	105
COc1cc(OC)cc(C(=O)N2CCC(N3CCCCCC3)CC2)c1	99	-2	92	92	98	0.0	103	100
O=C(Cn1cnc2cc([N+](=O)[O-])ccc2c1=O)Nc1ccccc1Cl	102	2	94	101	98	-0.1	101	91
CC(C(=O)NCCc1ccccc1)N1c2cccc3cccc(c23)S1(=O)=O (stereo not drawn)	100	-4	91	95	100	0.1	90	93
COc1c(C)cc(C(=O)C2CCCN(C(=O)/C=C/c3ccccn3)C2)cc1C (stereo not drawn)	98	-2	112	111	104	0.3	99	101
CCC(C)c1ccccc1N1CC(C(=O)N2CCN(S(=O)(=O)c3ccc(F)cc3)CC2)CC1=O (stereo not drawn)	88	1	90	100	85	0.0	90	86
Cc1nc(N)c(Br)c(C)c1Br	98	-5	99	113	100	0.1	100	99
CCOC(=O)C1CCN(C(=O)c2ccc3c(c2)NC(=O)/C(=C\c2cccc(C)c2)S3)CC1	102	-4	94	96	96	0.2	98	94
COCCN1Cc2cccc(C(=O)Nc3ccc(S(=O)(=O)N4CCCCCC4)cc3)c2C1=O	94	0	95	73	96	0.5	98	90
N#CCCN(C(=O)COC(=O)c1ccc2c(=O)n3c(nc2c1)CCC3)c1ccccc1	97	1	96	92	100	-0.1	96	100

Ordered by molar mass (low to high): 3 of the compounds above
SMILES	RPL19A-GFP yeast	AHR activator	LAP4-GFP MLPCN	CR mimetic SO	AGP1-GFP MLPCN	Efflux pump inh	MEP2-GFP yeast	CIT2-GFP yeast
Cc1nc(N)c(Br)c(C)c1Br	98	-5	99	113	100	0.1	100	99
N=c1n(Cc2ccccc2)c2ccccc2n1Cc1ccccc1	97	-4	95	102	95	0.1	105	100
COc1cc(OC)cc(C(=O)N2CCC(N3CCCCCC3)CC2)c1	99	-2	92	92	98	0.0	103	100

The results go on:
SMILES	RPL19A-GFP yeast	AHR activator	LAP4-GFP MLPCN	CR mimetic SO	AGP1-GFP MLPCN	Efflux pump inh	MEP2-GFP yeast	CIT2-GFP yeast
CSc1ccc(/C=C(/NC(=O)c2ccccc2)C(=O)NCCN2CCOCC2)cc1	103	6	103	91	105	-3.1	100	108
Cc1ccc(C(=O)NCc2ccncc2)cc1S(=O)(=O)N1CCCCC1	105	4	82	94	98	0.0	105	.
C/C=C/c1ccc(OCC(=O)NNC(=O)CN(C)S(=O)(=O)c2ccc(C)cc2)c(OC)c1	93	4	88	100	92	0.2	91	84
O=C(COC(=O)CC(NC(=O)c1ccccc1Cl)c1ccccc1)Nc1cccc(F)c1 (stereo not drawn)	95	-2	94	87	93	-0.1	106	100
Cc1ccc(S(=O)(=O)NCC2CCC(C(=O)N3CCN(C)CC3)CC2)cc1 (stereo not drawn)	107	-1	106	92	110	0.0	115	109
CC(C)(C)NC(=O)CSc1nnc(-c2c[nH]c3ccccc23)o1	106	1	90	98	104	-0.1	99	105
CC1CCCN(CCOc2ccc(Br)cc2)C1 (stereo not drawn)	101	0	89	73	94	3.3	103	97
O=[N+]([O-])c1ccc2nc(Cl)nc(-c3ccccc3)c2c1	111	.	92	95	94	-0.1	108	100
O=[N+]([O-])c1ccc(N2CCN(Cc3ccccc3)CC2)c(S(=O)(=O)N2CCOCC2)c1	.	5	90[may fluoresce violet]	100	30[may fluoresce violet]	-0.4	235*[may fluoresce violet]	?
CCCCP(=O)(CCCC)c1ccccc1C(=O)O	100	5	105	105	108	0.0	113	114
Cn1c(CN2CCOCC2)nc2cc(NC(=O)c3ccc(F)cc3)ccc21	95	3	98	131	95	0.1	95	85
COc1ccc(C2Nc3ccccc3C(=O)N2Cc2ccco2)cc1COc1ccc(F)cc1 (stereo not drawn)	102	1	100	78	102	0.0	100	97
C[C@H](CO)N1C[C@H](C)[C@@H](CN(C)C(=O)NC2CCCCC2)Oc2ccc(NC(=O)Cn3cnnn3)cc2C1=O	95	-2	95	88	94	0.1	95	90
Cc1cccc(C)c1NC(=O)CSCCO	103	0	109	87	117	0.0	111	103
COC(=O)c1ccc2ccn(CC(=O)NC3CCCCC3)c2c1	101	3	104	112	104	0.2	102	96
CCN(CC)C(=O)CN(C#N)c1nc(OC)nc(N(C)C)n1	101	7	99	104	99	0.2	101	95
O=S(=O)(CCN1C=CC(C(F)(F)F)=NCC1)c1ccc(F)cc1	95	1	98	91	98	0.0	109	97
CC1=C[C@H](C)[C@H](c2c(F)cccc2Cl)CC1=O	108	4	110	103	97	0.1	101	84
CC1CC2(CCCCC2)Nc2c1ccc1ccccc21 (stereo not drawn)	96	4	99	82	100	0.0	99	99
S=C(NCCCN1CCOCC1)Nc1cccc(-c2nnc3n2CCCCC3)c1	?	1	?	109	?	-0.2	?	?
COc1cc2[nH]c(=O)n(CCCCCC(=O)NCCCN3CCOCC3)c(=O)c2cc1OC	101	-1	98	94	105	0.0	98	110
O=C(CS(=O)(=O)c1ccccc1)Nc1ncc([N+](=O)[O-])s1	105	-2	92	114	108	-0.1	102	104
Cc1ccc2nc(NC(=O)CSCC(=O)OCC(=O)c3ccccc3)sc2c1	103	-4	105	85	105	-0.2	108	103
CCCCn1c(=O)c2c(O)cc(=O)oc2c2ccccc21	93	8	104	43*	102	0.0	99	79
COc1ccc(-n2nc(C(=O)N3CCC(C#N)CC3)c3c4ccccc4n(C)c3c2=O)cc1	100	17	98	96	97	-0.4	102	103
Cc1cc(C(=O)COC(=O)c2nccnc2N)c(C)n1C	92	-3	91	91	91	-0.2	100	.
Cc1ccccc1NC(=O)COC(=O)CCSc1ccccc1	97	-2	100	121	101	0.1	99	110
CCOc1cc(/C=C2\SC(=S)N(Nc3ccccc3)C2=O)ccc1O	109	-2	86	94	103	0.2	100	111
COc1ccc(S(=O)(=O)N2CCOCC2)cc1OC	102	1	104	95	110	-0.3	107	103
CN1CCN(C(CNC(=O)C(=O)NC2CCCCC2)c2ccc(F)cc2)CC1 (stereo not drawn)	102	-2	112	103	113	0.1	98	98
O=C(NCc1cccc(F)c1)c1cccc2c1C(=O)c1ccc(N3CCCC3)cc1S2(=O)=O	95	4	94	103	97	-0.4	98	102
CCNC(=O)CN(CCc1ccccc1)S(=O)(=O)c1ccc(OC)cc1	93	3	96	111	90	-0.1	101	98
Cc1cc(O)c(C(=O)Cc2csc(C)n2)c(O)c1	101	18	92	116	100	-0.1	102	98
COc1ccccc1CNCC(=O)Nc1cc(S(=O)(=O)N2CCCCC2)ccc1C	99	-1	98	99	98	0.3	102	95
Nc1ccc(SC(F)(F)F)cc1	102	2	98	106	105	0.0	102	97
O=C(O)c1ccc(S(=O)(=O)N2CCC(c3nc(-c4ccccc4Cl)no3)CC2)cc1	104	2	95	103	105	0.0	100	102
CC(=O)Nc1nc2c(s1)C(=O)NCC(C)(C)C2	98	1	109	112	60	0.2	115	77
C=CCc1ccc(OC(=O)NC2CCCCC2)c(OC)c1	104	2	96	98	96	-0.2	109	98
O=C(CCC(=O)N1CCOc2ccccc21)NCCCN1CCN(Cc2ccccc2)CC1	100	1	99	117	102	0.1	98	102
COc1cc(/C=C/C(=O)O)cc(S(=O)(=O)NCC2CCCO2)c1OC (stereo not drawn)	99	1	102	i	107	0.0	100	100
COc1ccc(S(=O)(=O)N2CCCCC2)cc1NC(=O)CCCNC(=O)c1ccc(Cl)cc1	99	-2	101	94	102	0.1	100	97
COc1ccc(-n2c(C)nnc2SCC(=O)NC2CC2)cc1	90	1	93	96	92	0.6	89	94
COc1ccc(-n2cc(CNCc3cccnc3)c(-c3cccc(F)c3)n2)cc1	99	15	108	106	104	0.1	97	104
Cc1cccc(C)c1OCc1cc(C(=O)N(Cc2nccn2C)C(C)C)no1	104	1	92	94	103	0.1	91	97
Cc1ccc(C(NC(=O)N2CCCC2)C(Cl)(Cl)Cl)cc1F (stereo not drawn)	100	-3	89	73	95	0.1	97	95
CC(C)C(=O)Nc1ccc(C(=O)NNC(=O)CCCOc2ccc(Cl)cc2Cl)cc1	96	0	103	101	100	0.2	104	92
Cc1ccc(C)c(N2CCN(c3nnnn3-c3ccccc3)CC2)c1	95	1	95	104	91	0.5	98	80
CCNC(=O)CSc1nnc(-c2cccs2)o1	94	1	98	102	100	0.0	96	98
CC(C)(C)C(=O)Nc1cc(NC(=O)C(C)(C)C)cc(C(=O)Nc2c[nH]c(=O)[nH]c2=O)c1	104	-1	105	101	108	0.1	102	102
Cn1nc(C(F)(F)F)c(-c2ccccc2)c1NC(=O)c1cccnc1	99	1	110	96	111	-0.1	100	98
O=C(O)/C=C/C(=O)Nc1cccc2cccnc12	106	3	101	104	100	0.3	113	107
COc1ccc(C)cc1-n1nnnc1SCC(=O)c1ccc2c(c1)OCCO2	96	0	96	86	102	-0.2	104	96
C[C@H](CO)N1C[C@H](C)[C@@H](CN(C)S(=O)(=O)c2ccccc2)Oc2ccc(NC(=O)C3CC3)cc2C1=O	101	0	96	108	99	0.3	100	93
CCNCC(O)COCC(O)CNCC (stereo not drawn)	100	8	91	99	103	-0.2	101	106
O=C(N=NC(=O)c1ccco1)c1ccc2c(O)n(N3C(=O)c4ccccc4C3=O)c(O)c2c1	100	1	101	95	104	-1.5	103	102
O=C(CSc1ccc(-c2ccc(Cl)cc2)nn1)NC1CCCC1	99	12	97	112	101	-4.8	100	103
COc1ccc(-c2cccc(C(=O)Nc3ccccc3C)c2)cc1	102	-1	100	109	103	-0.1	110	104
CCCC1=C(C(=O)OCC)C(c2ccc(OC)c(C)c2OC)C(C#N)=C(N)O1 (stereo not drawn)	103	-1	105	93	102	-0.2	103	99
CN(C(=S)NC(=O)c1ccc(F)cc1)C1CCCCC1	98	1	96	91	102	0.0	99	106
O=[N+]([O-])c1ccccc1Nc1c2ccccc2nc2ccccc12	97	3	91	160	91	0.2	95	93
O=C(c1ccoc1)N1CCCC(Nc2ccc(F)c(F)c2)C1 (stereo not drawn)	107	0	108	97	110	-0.4	103	102
CCOc1ccc(Cl)cc1CNCCCSc1nc(C)cc(C)n1	97	3	103	99	100	0.1	96	97

Source: PubChem (several laboratories)
